# Screens as filed in PubChem BioAssay.
# GPR7 antagonist: GPR7 receptor antagonists, primary screen, cell-based, fluorescence, single concentration; GPR7-expressing cells, fluorescence antagonist assay; inhibition, % at 4.4 µM; hit rate 1.1% among 290,000; in the data active = inhibition above about 16%, passing the limit was not always enough;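 note: cells stimulated with the agonist NPW; 0% = agonist with vehicle and 100% = vehicle without agonist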
# DNA FID counter: compounds displacing fluorescent DNA intercalator, primary screen, artefact control for HCV NS3 helicase inhibitor project, biochemical, FID fluorescence; inhibition, % at 7.9 µM; AID 1845, 2009; DNA fluorescent intercalator displacement; hit rate 0.17% among 290,000; in the data active = inhibition above about 37%;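 note: 0% = vehicle and 100% = reference compound; higher means more ethidium bromide displaced from hairpin DNA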
# PHOSPHO1 block: PubChem AID 1565; Phosphoethanolamine/phosphocholine phosphatase (Homo sapiens), Q8TCT1; recombinant PHOSPHO1, absorbance phosphatase assay; inhibition, % at 13.3 µM; hit rate 1.1% among 290,000; in the data active = inhibition above about 60%
# Target sequence (Q8TCT1 whole entry, looked up): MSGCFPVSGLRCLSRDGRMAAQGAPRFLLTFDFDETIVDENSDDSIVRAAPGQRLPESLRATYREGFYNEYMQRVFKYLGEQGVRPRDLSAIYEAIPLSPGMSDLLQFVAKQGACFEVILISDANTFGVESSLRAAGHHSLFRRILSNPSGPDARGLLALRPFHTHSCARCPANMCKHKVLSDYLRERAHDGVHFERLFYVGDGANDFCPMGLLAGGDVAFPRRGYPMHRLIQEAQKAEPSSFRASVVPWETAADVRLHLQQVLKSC
# IMP-1 inhibitor: IMP-1 metallo-beta-lactamase inhibitors, primary screen, biochemical, epi-absorbance readout, Pseudomonas aeruginosa enzyme; purified IMP-1, nitrocefin hydrolysis, epi-absorbance fluorescence; inhibition, % at 5.6 µM; hit rate 0.45% among 290,000;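 active = inhibition above the mean plus 3 SD of all compounds in the same screening run, cut at about 4.5% in these data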;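 note: 0% = IMP-1 with DMSO and 100% = DMSO wells lacking enzyme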
#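 assay system = purified recombinant IMP-1 metallo-beta-lactamase enzyme | schedule = 15 min preincubation plus 25 min reaction at 25 °C | signal = Epi-absorbance fluorescence, 480 nm excitation, 530 nm emission | read-out basis = percent inhibition from optical density relative to buffer-blank wells | controls = IMP-1 with DMSO as 0%, enzyme-free DMSO as 100%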
# OXTR ag: human OXTR agonists, primary screen, fluorescence, CHO-OTR cells, Fluo-8 calcium. Oxytocin receptor (Homo sapiens), P30559. Fluo-8 calcium fluorescence; normalized: DMSO 0%, oxytocin 100%. activation, % at 3 µM. hit rate 0.32% among 320,000;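 active = activation above the mean of all tested compounds plus 3 SD, cutoff set per screening run, cut at about 20% in these data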;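 note: peak over basal fluorescence ratio from a 100 s FLIPR kinetic read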
# NS3 helicase inh: inhibitors of HCV NS3 helicase, primary screen, biochemical, Cy5 molecular beacon fluorescence; NS3 helicase DNA unwinding; Hepatitis C virus NS3 helicase; inhibition, % at 10.9 µM; hit rate 0.56% among 290,000;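 active = inhibition above the mean of all tested compounds plus 3 SD, set per campaign, cut at about 35% in these data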;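 note: 0% = DMSO wells and 100% = thioflavine S control wells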
#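 Material: hepatitis C virus NS3 helicase domain fragment enzyme; measured by: Cy5 fluorescence, 0 and 60 min reads; control set: DMSO and thioflavine S; incubation: 60 min unwinding reaction at 25 °C after ATP addition; read-out basis: % inhibition from 60/0 min fluorescence ratio, DMSO 0%, thioflavine S 100%; repeats: singlicate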
# V1aR counter: agonists of human V1a receptor, primary screen, counter-screen for OXTR agonist project, fluorescence, CHO-V1R cells. activation, % at 3 µM. Fluo-8 calcium fluorescence, agonist mode; 0% DMSO, 100% 3 nM vasopressin. Vasopressin V1a receptor (Homo sapiens), P37288. hit rate 0.25% among 320,000;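 active = activation above the mean activation of all tested compounds plus 3 SD, per screening run, cut at about 20% in these data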;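 note: signal is peak over basal fluorescence ratio across a 100 second FLIPR read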
# Target sequence (P37288 whole entry, looked up): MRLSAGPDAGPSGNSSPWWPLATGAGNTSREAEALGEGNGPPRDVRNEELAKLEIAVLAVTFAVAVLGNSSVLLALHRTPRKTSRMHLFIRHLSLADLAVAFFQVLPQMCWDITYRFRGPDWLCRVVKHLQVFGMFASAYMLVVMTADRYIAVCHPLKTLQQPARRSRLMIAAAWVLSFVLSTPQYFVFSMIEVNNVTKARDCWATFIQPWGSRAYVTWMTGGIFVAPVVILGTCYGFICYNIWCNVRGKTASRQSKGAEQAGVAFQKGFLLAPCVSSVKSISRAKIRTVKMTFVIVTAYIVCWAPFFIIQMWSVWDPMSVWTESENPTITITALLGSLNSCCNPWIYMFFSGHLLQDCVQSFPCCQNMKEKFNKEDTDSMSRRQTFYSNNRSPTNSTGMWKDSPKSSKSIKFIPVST
# VIM-2 inh: VIM-2 metallo-beta-lactamase inhibitors, primary screen, biochemical, epi-absorbance readout, Pseudomonas aeruginosa enzyme; purified VIM-2, nitrocefin hydrolysis, epi-absorbance fluorescence; hit rate 0.89% among 290,000; inhibition, % at 5.6 µM; AID 1527, 2009;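 active = inhibition above the mean of all tested compounds plus 3 SD, cutoff set per screening run, cut at about 7.5% in these data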;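 note: red hydrolysis product quenches plate fluorescence so inhibitors raise well fluorescence; 0% = enzyme with DMSO and 100% = DMSO without enzyme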
# GalR3 antagonist: GalR3 antagonists in HEK293 cells, primary screen, cell-based, fluorescence readout; Galanin receptor type 3 (Homo sapiens), O60755; HEK293 GalR3-CNG cAMP membrane potential fluorescence; galR3 body fused to GalR1 C-terminus; inhibition, % at 3 µM; hit rate 0.44% among 360,000;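 active = inhibition above the screen-wide average plus 3 SD, cut at about 13% in these data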;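 note: forskolin and galanin both at EC90 stimulate the cells; cAMP rise reported by CNG channel membrane potential dye signal; 0% = forskolin plus galanin with DMSO and 100% = forskolin alone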
# Target sequence (O60755 1-299 limits assumed): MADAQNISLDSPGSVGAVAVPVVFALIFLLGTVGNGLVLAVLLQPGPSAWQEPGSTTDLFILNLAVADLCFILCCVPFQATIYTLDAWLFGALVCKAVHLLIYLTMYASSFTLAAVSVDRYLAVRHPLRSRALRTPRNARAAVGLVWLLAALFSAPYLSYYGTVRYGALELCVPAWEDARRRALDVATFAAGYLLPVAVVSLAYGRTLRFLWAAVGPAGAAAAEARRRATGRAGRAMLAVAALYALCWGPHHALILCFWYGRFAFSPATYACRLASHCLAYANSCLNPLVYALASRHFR
# The depositor's hits bear a star; · = no result given. The list is partial, so the mix of outcomes need not match the whole.
Structure	NS3 helicase inh	GalR3 antagonist	VIM-2 inh	GPR7 antagonist	IMP-1 inhibitor	V1aR counter	PHOSPHO1 block	DNA FID counter	OXTR ag
Cn1c(O)c(/C=C/C=Nc2ccccc2)c(=O)n(C)c1=O	1	-10	0.0	-2	1.3	2.2	6	-1	1.9
Cn1c(O)c(C=NC2C(=O)C3(C)CCC2C3(C)C)c(=O)n(C)c1=O (stereo not given)	10	-1	-0.7	-8	-3.5	0.8	-30	-4	0.2
CC[N+](CC)(CC)CC	·	-4	·	·	·	0.4	13	·	0.1
Cc1ccc(-n2nc(C)cc2NC(=O)COc2cc(C)cc3oc(=O)c4c(c23)CCC4)cc1	-1	-6	-0.8	-15	0.2	0.1	-1	-6	-0.7
C[N+]1(C)C2CCC1CC(OC(=O)c1ccco1)C2 (stereo not given)	-6	0	-1.5	-7	-1.0	0.4	-59	1	2.0
O=C(CCN1CCOCC1)Nc1ccc(Br)cc1C(=O)c1ccccc1	16	-1	3.2	3	-1.3	0.4	·	-6	-1.2
N#CC(C#N)=Cc1ccc(N2CCCC2)cc1	15	-3	-2.2	2	-2.2	6.5	-8	3	3.7
CN(C)C(=O)Oc1cc(=O)n2c3c(cccc13)CCC2	6	-10	-2.0	-8	-2.6	0.2	-4	-7	-0.5
CCCCOC(=O)C1=C(N)OC2=C(C(=O)CC(C)(C)C2)[C@]12C(=O)N(C)c1ccccc12	0	3	-3.1	-1	-1.9	0.6	1	-5	0.2
Cc1ccc(OCC(=O)N2CCN(Cc3ccc([N+](=O)[O-])cc3)CC2)cc1	-3	3	0.7	21*	-0.5	2.9	-17	-16	1.0
COc1ccc(N=Cc2c(O)n(Cc3cccs3)c(=O)[nH]c2=O)cc1	-1	-4	-1.5	-1	-3.7	-0.7	24	1	0.6
CN(C)CC1CSCCC1(O)c1ccccc1 (stereo not given)	-6	-1	-2.9	-10	-2.1	1.6	-4	1	0.8
CCc1cc(=O)[nH]c(SCCCF)n1	0	-3	-0.9	4	-0.6	0.8	24	3	-0.2
COc1cccc(CN2CCNCC2)c1	10	-3	0.9	7	-0.6	-0.6	8	8	-0.2
CN1C(=O)C(=Cc2ccc(OCC(=O)Nc3ccccc3)cc2)C(=O)N(C)C1=O	7	·	1.0	6	-0.7	-0.3	12	-4	0.0
COc1ccc(N=C2SCCCN2C)cc1	6	-1	1.9	0	-1.2	0.1	-26	2	0.9
CC(=O)Nc1ccc(CC(=O)N2CCN(Cc3ccccc3)CC2)cc1	7	-9	-0.6	-6	-3.2	-0.2	20	-8	-0.6
O=S(=O)(NC1CCCCC1)OCC(Cl)(Cl)Cl	9	-3	-1.4	-2	-1.1	0.0	-7	-7	-2.9
CC(=NCc1ccco1)c1c(O)n(-c2ccc(C)cc2)c(=O)[nH]c1=O	6	1	-1.5	-7	-3.4	0.1	-6	-8	0.1
CSc1nnc(C2CCNCC2)n1C	6	-1	-3.1	6	-4.8	0.0	48	0	-0.5
C=CCn1c(O)c(C(CC)=NCC2CCCO2)c(=O)[nH]c1=O (stereo not given)	-3	-5	-0.7	6	-1.0	-0.8	8	-8	-0.8
CN1C(=O)N(C)C(=O)C2(Cc3c(nc4ccccn4c3=O)N3CCc4ccccc4C32)C1=O (stereo not given)	12	-5	-4.2	-5	-5.7	0.6	18	0	0.0
CC1(C)CC(=O)C(C2(O)C(=O)NC(=O)NC2=O)=C(O)C1	-5	-4	-0.2	0	0.0	0.1	-21	8	-0.1
c1cc2c(cc1CCNC1CCCCCC1)OCO2	-6	0	-0.1	-7	1.6	-0.6	4	16	1.1
C[N+]1(C)CCN(c2ccccc2)CC1	-2	·	-2.5	3	-1.7	-0.2	18	0	1.0
COc1ccc(CNC(=O)C(NC(C)=O)C(C)C)cc1OC (stereo not given)	4	-5	-3.1	-3	-2.3	1.4	1	-1	0.6
Cc1ccc2c(c1)C1CN(C)CCC1N2C(=O)/C=C/c1ccc2c(c1)OCO2 (stereo not given)	-19	-3	-1.0	-1	-3.0	2.1	32	15	0.3
CC(C)CN1CCN(Cc2ccc(C(F)(F)F)cc2)CC1CCO (stereo not given)	-1	-2	-1.1	-5	-3.2	-1.1	24	2	0.1
O=C(c1ccc(CNS(=O)(=O)c2ccc(Br)cc2)cc1)N1CCC2(CC1)OCCO2	-4	1	-3.6	-6	-1.2	1.9	-15	-39	1.5
O=C(c1ccccc1)N1CCC2(CC1)OCCO2	9	-5	-2.4	-9	-1.7	1.0	41	-3	-0.1
CN1C(=O)N(C)C(=O)C2(Cc3cc(NC(=O)c4ccccc4)ccc3N3CCCC32)C1=O (stereo not given)	4	-6	0.0	-10	-1.0	-0.6	27	-16	-0.3
COc1ccccc1CC1/C(=N/O)C2CCN1CC2 (stereo not given)	21	-1	-1.0	-12	-2.4	0.1	6	-4	0.0
COC(=O)c1cn(C(=O)c2cccc3ccccc23)c2ccccc12	-2	-3	-0.2	-7	-1.0	-0.5	32	-4	6.5
Cc1ccc2nc3c(cc2c1)CC1(C(=O)N(C)C(=O)N(C)C1=O)C1CCCCN31 (stereo not given)	1	-3	1.4	1	0.0	-1.5	-29	1	-2.4
Cc1cccc(NP(=O)(Oc2ccccc2F)Oc2ccccc2F)c1C	-3	-3	-1.8	-4	-1.2	2.6	16	-24	3.4
COC(=O)C1C2c3ccccc3OC1(C)N=c1s/c(=C/c3cnn(C)c3)c(=O)n12 (stereo not given)	7	-2	-0.7	-4	-2.3	1.4	-31	-4	1.0
COc1cc2c3cc1Oc1cc(ccc1O)C[C@@H]1c4c(cc(OC)c(O)c4Oc4ccc(cc4)C[C@H]3N(C)CC2)CCN1C	-66	·	-2.3	-4	-2.0	0.7	-1	26	1.5
CCN(CC)CCCN=Cc1c(O)n(Cc2ccc(F)cc2)c(=O)[nH]c1=O	4	-4	-1.5	1	-2.8	0.5	-8	6	0.6
CCOC(=O)C1CCN(C=C2C(=O)N(C)C(=S)N(C)C2=O)CC1	9	-10	-1.7	-3	-1.1	-1.1	-4	0	-0.7
CN1C(=O)N(C)C(=O)C2(Cc3cc(N)ccc3N3CCN(c4ccccc4F)CC32)C1=O (stereo not given)	1	-2	-3.6	-7	-3.8	-0.2	-5	-8	0.7
CCCOC(=O)Nc1ccc([As](=O)(O)O)cc1NC(=O)OCCC	10	-11	-2.0	-3	-1.8	0.6	-16	-1	1.1
Cc1nc2ccccc2c(=O)n1-c1ccc([N+](=O)[O-])cc1	-4	-8	-1.6	-14	-4.0	-0.4	34	2	-0.2
Cn1c(O)c(C=NCCCC(=O)O)c(=O)n(C)c1=O	-1	-5	-2.4	-5	-6.6	-0.6	9	-1	-0.2
COc1cccc(C(=O)C2CCCN(Cc3cccc4c3OCO4)C2)c1 (stereo not given)	-9	-5	-1.5	0	-1.8	-0.5	56	6	-1.9
Cc1ccccc1NC1=NCCCS1	7	-4	-1.2	0	-3.9	1.2	4	-3	0.3
Clc1ccccc1CN1CCN(c2cccc3[nH]ccc23)CC1	-6	·	-1.9	-10	-1.9	1.8	29	-1	-0.2
C=CCn1c(O)c(/C=N/N2CCCCC2c2cccnc2)c(=O)[nH]c1=S (stereo not given)	-5	-6	-2.3	-6	-2.8	0.0	-14	-8	-0.6
O=C1NC(=O)N(c2cccc(Cl)c2)C(=O)/C1=C\c1ccc(Sc2nc3ccccc3[nH]2)o1	25	-2	0.0	-4	-2.9	57*	3	-24	59*
COc1ccccc1CC1C(=O)C2CCN1CC2 (stereo not given)	-4	-1	-4.0	-11	-2.2	1.3	17	-2	0.2
Clc1ccc(-c2nc3ccc(Cl)cn3c2CN2CCCCC2)cc1	-9	0	-1.6	-27	-1.7	·	·	-13	·
O=c1cccc2n1CC1CC2CN(S(=O)(=O)c2cc(Cl)ccc2Cl)C1 (stereo not given)	1	-1	-0.2	5	-2.4	0.0	0	-9	-0.5
O=P(Nc1ccccc1)(Oc1ccccc1)Oc1ccccc1	-10	-5	-2.3	-5	-3.5	5.6	16	-27	-2.5
CN(C)CCNC(=O)c1cccn(Cc2cccc(C(F)(F)F)c2)c1=O	-19	-2	1.2	-12	0.5	0.3	45	7	0.7
CC1CCCCN1CC(O)c1c[nH]c2ccccc12 (stereo not given)	1	1	-4.3	-4	-3.1	1.3	20	-3	1.0
COC(=O)c1ccc(C(C(=O)NC2CCCCC2)N(CCN2CCOCC2)C(=O)Cc2cccs2)cc1 (stereo not given)	8	10	-5.8	-12	-1.3	0.4	-4	-12	0.2
CCCOc1ccc(C(=O)NC(=S)N2C[C@H]3C[C@H](C2)c2cccc(=O)n2C3)cc1	1	1	-2.9	-3	-2.2	0.9	-18	-21	-2.0
COc1ccc(CC(=O)N(C)C2CCCN(Cc3ccccc3F)C2)cc1OC (stereo not given)	0	-2	-3.4	-12	-2.6	0.1	19	-10	-1.6
CC(=O)Nc1ccc(C2CN(C)CC2C(=O)c2ccc(Cl)cc2)cc1 (stereo not given)	-7	-4	-0.8	1	-0.7	-0.4	37	1	10.0
CSC1=NP(=S)(SC)N(C)c2nc3n(c21)CCC3 (stereo not given)	1	·	3.1	16	1.3	0.0	26	5	-0.3
COc1ccc2c3c([nH]c2c1)C(C)NCC3 (stereo not given)	-9	-5	-2.7	-12	-2.2	1.7	48	-2	1.0

# The list goes on:
Structure	NS3 helicase inh	GalR3 antagonist	VIM-2 inh	GPR7 antagonist	IMP-1 inhibitor	V1aR counter	PHOSPHO1 block	DNA FID counter	OXTR ag
CCOc1ccccc1-n1c(O)c(C=Nc2ccc(N(CC)CC)cc2)c(=O)[nH]c1=O	54*	-1	-2.4	6	1.5	0.2	13	-16	0.5
CC(C)[C@H]1C(=O)O[C@@H]2CCN3CC=C(COC(=O)[C@](C)(O)[C@]1(C)O)[C@H]23	3	-7	2.4	-4	-1.5	0.4	·	-1	0.2
C=CCn1c(O)c(C(CC)=Nc2cccc(C(F)(F)F)c2)c(=O)[nH]c1=O	-2	-6	-2.4	-20	-1.8	0.4	-1	3	0.0
COc1ccc(-c2[nH]ncc2CNC(C)Cc2ccsc2)c(F)c1 (stereo not given)	10	-4	-1.9	-11	-3.8	5.2	2	15	3.8
